RmlCD inh 1536: M. tuberculosis RmlC/RmlD inhibition; hit rate 0.03% among 160,000; P9WH09+P9WH11; AID 1533; inhibition, % at 3.6 µM; RmlC+RmlD coupled enzyme assay, percent inhibition; primary screen in compound mixtures; in the data active = inhibition mostly above about 34%, no sharp cut-off; inconclusive = no clear call, values can overlap the other calls; inactive = mostly below about 22%; also: some results filed as inactive read as strong as hits
Target sequence (P9WH09 whole entry, looked up): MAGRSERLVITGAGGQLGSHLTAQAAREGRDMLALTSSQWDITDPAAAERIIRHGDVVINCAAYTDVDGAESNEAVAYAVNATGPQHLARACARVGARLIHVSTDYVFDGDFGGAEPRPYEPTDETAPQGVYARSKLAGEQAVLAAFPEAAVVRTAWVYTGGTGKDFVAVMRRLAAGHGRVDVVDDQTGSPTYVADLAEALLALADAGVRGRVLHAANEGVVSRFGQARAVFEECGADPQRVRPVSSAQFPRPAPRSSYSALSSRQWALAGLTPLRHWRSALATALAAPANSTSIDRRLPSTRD
Target sequence (P9WH11 whole entry, looked up): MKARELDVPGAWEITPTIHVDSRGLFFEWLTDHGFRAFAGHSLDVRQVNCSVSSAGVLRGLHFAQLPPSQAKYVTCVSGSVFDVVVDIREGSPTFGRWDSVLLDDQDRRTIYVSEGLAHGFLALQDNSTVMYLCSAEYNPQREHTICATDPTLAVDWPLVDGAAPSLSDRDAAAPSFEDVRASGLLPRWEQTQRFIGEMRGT
GlmU inhibition: inhibition of mycobacterial GlmU enzyme – biochemical, glucosamine-1-phosphate acetyltransferase (AID 1376); inhibition, %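 (tested at 30 µM in the primary screen)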, or IC50 in µM where a hit was titrated; hit rate 0.25% among 220,000; M. tuberculosis GlmU acetyltransferase enzyme assay; higher % means a stronger effect; in the data active = inhibition above about 13%; inconclusive = no clear call, values can overlap the other calls;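 also: 0% = complete reaction with vehicle and 100% = reaction without substrate; strong numbers were not always called active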
Active calls of the source: *; ? = inconclusive; nt = not tested or not shown; & = joins results of further samples.

Order of results – GlmU inhibition, RmlCD inh 1536
1. COc1ccccc1N1CCN(/N=C/c2cccc(OC)c2OC)CC1
→ -3.4%, -3
2. O=C(COC(=O)Cc1ccccc1)Nc1cccnc1Cl
→ 8.6%, 4
3. O=C1C2CCCC1C(N1CCCC1)CC2 (configuration not stated)
→ -4.0%, 7
4. O=C(c1cnc2ccccn2c1=O)N1CCCc2ccccc21
→ 2.6%, 13
5. NCC(c1ccccc1)c1c[nH]c2ccccc12 (configuration not stated)
→ -8.4%, nt
6. CC(=O)N1CCc2[nH]c3ccccc3c2C1
→ 2.1%, nt
7. COC(=O)CCCC(=O)N1CCCC(CCC(=O)NCc2ccc(F)c(F)c2)C1 (configuration not stated)
→ 3.1%, 2
8. Cc1cc2c(ncn2C(C)C)c(NS(=O)(=O)c2ccc(F)cc2)c1C
→ nt, -3
9. CCN(CC)c1ccc(NC(=O)c2ccc3c(c2)c(C)c(C)n3C)cc1
→ 2.1%, 11
10. CCOC(=O)C1CCN(C(=O)CN(c2ccc(Oc3ccccc3)cc2)S(C)(=O)=O)CC1
→ 1.7%, nt
11. Nc1cccnc1-n1nc(C(F)(F)F)cc1C(F)(F)F
→ 2.2%, 5
12. CC(=O)c1cc(C#N)c(N2CCN(C)CC2)nc1C
→ -0.9%, -5
13. CN(C)CCC(c1ccc(Cl)cc1)c1ccccn1 (configuration not stated)
→ -2.2%&-0.8%, -10
14. CCOc1ncccc1C(=O)OCc1c(F)cccc1Cl
→ -1.1%, 6
15. CCOC(=O)c1c(NC(=O)CC2SC(N)=NC2=O)sc2c1CCC(C)C2 (configuration not stated)
→ 0.6%, -1
16. CN1C(=O)/C(=C/c2ccccc2Cl)Sc2ccc(C(=O)NCc3cccnc3)cc21
→ 6.6%, 3
17. O=C(c1cc(C(=O)c2ccco2)cc(C(=O)c2ccco2)c1)c1ccco1
→ -6.5%, nt
18. NC1=NC2CS(=O)(=O)CC2S1 (configuration not stated)
→ 6.5%, 3
19. CCOc1ccc(C2CC(c3ccc(CC)cc3)Nc3nc(N)nn32)cc1 (configuration not stated)
→ 0.3%, nt
20. Cn1c(O)c(C=NCc2ccco2)c(=O)n(C)c1=O
→ -4.2%, 15
21. Cc1cc(C)c(-c2c(O)c3cccc4c3n(c2=O)CCC4)c(C)c1
→ 3.0%, nt
22. O=C(CCc1c[nH]c2ccccc12)N/N=C/c1ccc2c(c1)OCO2
→ -5.5%, 8
23. CN1CCC(NC(=S)NC2CC2)CC1
→ -1.4%, -8
24. S=c1[nH]nc(-c2ccc(Cl)cc2)n1/N=C/C=C/c1ccco1
→ 10%, 60
25. O=C(Cn1ncn2cccc2c1=O)N1CCCCC1
→ -0.4%, nt
26. CCOCCCNC(=O)CCC(=O)NNc1nc2ccccc2c2nc(-c3ccccc3)nn12
→ -5.6%, 65
27. CC(=O)c1oc2ccccc2c1N
→ 5.3%, nt
28. COc1cc(/C=N/Nc2snc(SC)c2C#N)ccc1O
→ 4.1%, -3
29. COc1cc(CN(C(=S)NCC(=O)N2CCCC2)C2CCCC2)cc(OC)c1OC
→ 9.1%, -7
30. CCOC(=O)c1cc2cc(CC(=O)c3ccc(OCC)cc3O)ccc2o1
→ -1.9%, -5

Reprinted from the part before: 4 entries; new compounds follow.
Order of results – GlmU inhibition, RmlCD inh 1536
27. CC(=O)c1oc2ccccc2c1N
→ 5.3%, nt
28. COc1cc(/C=N/Nc2snc(SC)c2C#N)ccc1O
→ 4.1%, -3
29. COc1cc(CN(C(=S)NCC(=O)N2CCCC2)C2CCCC2)cc(OC)c1OC
→ 9.1%, -7
30. CCOC(=O)c1cc2cc(CC(=O)c3ccc(OCC)cc3O)ccc2o1
→ -1.9%, -5
31. CN(C)S(=O)(=O)c1ccc(Cl)c(NC(=O)COC(=O)[C@@H]2CCCN2C(=O)c2cccs2)c1
→ 1.6%, 6
32. CCc1ccc(NC(=O)C(=O)c2cn(CC(=O)N3CCCCC3)c3ccccc23)cc1
→ -3.8%, 12
33. CC(=O)c1cnc2n(c1=O)CCS2
→ -4.7%, -9
34. C#CCNC(=O)C1=C[C@H](c2ccc(C#C)cc2)C[C@H](OCc2ccc(CO)cc2)O1
→ 1.6%, nt
35. O/N=C1/C2C3C(Br)C4C5CC(C1C53)C24 (configuration not stated)
→ 7.0%, nt
36. O=C(NCCCO)c1nnc(Cc2c(F)cccc2Cl)o1
→ 0.9%, 14
37. CC(=O)NS(=O)(=O)c1ccc(NC(=O)c2cc(-c3ccc(C)cc3)nc3ccccc23)cc1
→ 4.3%, 11
38. CCOC(=O)C1CCN(C(=O)CSc2nccc(C)n2)CC1
→ -3.4%, -7
39. O=c1c2ccccc2nc2n1C(CSc1ccc(F)cc1)CS2 (configuration not stated)
→ 1.4%, 1
40. Clc1cc(Cl)cc(Nc2ncn[nH]2)c1
→ 0.8%, nt
41. O=C(CCNC(=O)c1ccco1)Nc1ccc(Cl)cc1
→ -1.5%, -6
42. C=C(C)Cc1c(C)c(C#N)c2nc3ccccc3n2c1N1CCCCC1
→ 2.8%, 2
43. c1ccc(-c2ccc3c(n2)CCCO3)cc1
→ 2.9%, nt
44. CC(C)NC(=O)c1ccccc1NC(=O)Cc1ccc(Br)cc1
→ 3.1%, -4
45. Clc1ccccc1Nc1nc(-c2cccnc2)cs1
→ 6.8%, -2

Random excerpt: 4 entries already listed.
Order of results – GlmU inhibition, RmlCD inh 1536
35. O/N=C1/C2C3C(Br)C4C5CC(C1C53)C24 (configuration not stated)
→ 7.0%, nt
38. CCOC(=O)C1CCN(C(=O)CSc2nccc(C)n2)CC1
→ -3.4%, -7
32. CCc1ccc(NC(=O)C(=O)c2cn(CC(=O)N3CCCCC3)c3ccccc23)cc1
→ -3.8%, 12
41. O=C(CCNC(=O)c1ccco1)Nc1ccc(Cl)cc1
→ -1.5%, -6

Next section.
Order of results – GlmU inhibition, RmlCD inh 1536
46. N#CCSc1nc2ccccc2c(=O)n1CC1CCCC1
→ -1.4%, 7
47. NS(=O)(=O)c1ccc(Nc2ncccc2[N+](=O)[O-])cc1
→ 1.4%, nt
48. Cc1ccccc1-c1nc(Cc2ccccc2)no1
→ 8.9%, nt
49. COc1ccc(OCC(=O)Nc2nccs2)cc1
→ -1.9%, -15
50. O=C(Cn1cnc2c(nnn2Cc2ccc(Cl)cc2)c1=O)OCc1ccccc1
→ -5.6%, nt
51. CC1(C)C2(C#N)C(N)=NC3(OCCO3)C12C#N (configuration not stated)
→ -1.3%, 16
52. C/C(C/C(C)=C1/SC(=S)NC1=O)=C1\SC(=S)NC1=O
→ 49%*, ?
53. COC(=O)NC1CSCC1OC(=O)CN1C(=O)c2ccccc2C1=O (configuration not stated)
→ 0.8%, nt
54. O=C(O)c1ccc(CSc2ncn[nH]2)cc1
→ -3.9%, 0
55. COC(=O)Cn1c2c(c3cc(C)ccc31)CCCC2
→ 2.1%, nt
56. O=C(c1ccccn1)N1CCN(S(=O)(=O)c2ccc(F)cc2)CC1
→ -2.3%, -36
57. COc1cc(C2C(C#N)=C(N)Oc3c2ccc2ccccc32)ccc1OCC(=O)Nc1ccc(C)cc1 (configuration not stated)
→ 1.2%, nt
58. O=c1c2ccccc2nc(-c2ccccc2)n1Cc1ccc(Cl)cc1
→ 1.5%, nt
59. CN1C(=O)CC(N2CCN(C(=O)c3ccccc3)CC2)C1=O (configuration not stated)
→ nt, 32
60. COC(=O)c1sccc1NC(=O)c1cc(C)on1
→ nt, 16
61. CN(C)c1cc(Nc2ccc(O)cc2)c([N+](=O)[O-])c2nonc12
→ 0.6%, 7
62. C=CCS/C(N)=N\N=C\c1c(O)ccc2ccccc12
→ -14%, 5
63. O=c1[nH]c2ccc(Cl)cc2c(-c2ccccc2)c1CN1CCOCC1
→ -5.0%, -9
64. Cc1cc(C)n(-c2ccc(OCC(=O)O)nn2)n1
→ 3.0%, 8
65. Cc1c(NC(=O)COC(=O)c2c3c(nc4ccccc24)CCCC3)c(=O)n(-c2ccccc2)n1C
→ 7.7%, -8
66. Cc1ccc(C(C)C)c(OC(=O)/C=C/c2ccccc2)c1
→ -5.8%, 6
67. COC(=O)c1c(N)c2ccccc2[nH]c1=O
→ 5.0%, 13
68. CC(C)c1cc(C(=O)Nc2cc(Br)ccc2O)no1
→ 1.6%, nt
69. COc1ccc(-c2nc(CC(=O)O)cs2)cc1OC
→ 6.8%, nt
70. CN(C)c1ccc(P(=O)(OCc2ccccc2)C(O)c2ccccc2F)cc1 (configuration not stated)
→ -0.6%, 0
71. O=C(CN1CCC(NC(=O)c2cccc(F)c2)CC1)NCc1cccs1
→ 3.6%, nt
72. COC(=O)c1cc(C(=O)Cc2ccccc2)c[nH]1
→ 0.7%, -9
73. CN(C)S(=O)(=O)N1CCN(C(=O)c2ccccc2)CC1
→ 2.3%, 2
74. Cc1ccc(NC(=O)Cc2sc(C)nc2-c2ccc(C)cc2)cc1
→ -0.6%, 6
75. COc1ccc(C2N(Cc3ccccc3)CCN2Cc2ccccc2)cc1[N+](=O)[O-]
→ -4.2%, 7

A draw from above in order of number of heavy atoms, descending.
Order of results – GlmU inhibition, RmlCD inh 1536
63. O=c1[nH]c2ccc(Cl)cc2c(-c2ccccc2)c1CN1CCOCC1
→ -5.0%, -9
61. CN(C)c1cc(Nc2ccc(O)cc2)c([N+](=O)[O-])c2nonc12
→ 0.6%, 7
66. Cc1ccc(C(C)C)c(OC(=O)/C=C/c2ccccc2)c1
→ -5.8%, 6
62. C=CCS/C(N)=N\N=C\c1c(O)ccc2ccccc12
→ -14%, 5
68. CC(C)c1cc(C(=O)Nc2cc(Br)ccc2O)no1
→ 1.6%, nt

(listing goes on)
Order of results – GlmU inhibition, RmlCD inh 1536
76. Cc1ccc2nc(NC(=O)CN(C)S(=O)(=O)c3cccc4nsnc34)sc2c1
→ 2.2%, 7
77. CSc1nc(O)c(C2OC(=O)c3ccccc32)c(=O)[nH]1 (configuration not stated)
→ -3.9%, -1
78. CCOC(=O)C1=C(C)N=C2SC(C(=O)OC)=CC(=O)N2C1c1cccc(OC)c1 (configuration not stated)
→ 0.7%, 7
79. Cc1cccc(NC(=O)CSc2ccc(C(N)=O)cc2[N+](=O)[O-])c1C
→ 0.2%, 0
80. CCN(CC)CCC(c1cc(OC)c(OC)c(OC)c1)c1c(O)cc(OC)cc1OC (configuration not stated)
→ 8.0%, -9
81. CC(C)Cn1cc(C(=O)NCCCOC(C)C)c2c3ccccc3n(C)c2c1=O
→ -0.1%, -6
82. CN1CCN(NC(=O)c2ccc(Br)c(S(=O)(=O)N3CCOCC3)c2)CC1
→ -3.3%, 15
83. Cc1ccc(N=Cc2c(O)n(-c3cc(Cl)ccc3N3CCOCC3)c(=O)c3ccccc23)cc1C
→ 1.6%, -2
84. COc1ccc(CCC(=O)Nc2sccc2C#N)cc1
→ 9.5%, 4
85. Cc1ccc(S(=O)(=O)Nc2cnn(-c3ccccc3)c(=O)c2Cl)cc1
→ -1.7%, -15
86. Cc1cccc(NS(=O)(=O)c2ccc(C3CCCCC3)cc2)n1
→ 0.0%, nt
87. CN(C)S(=O)(=O)c1cc(NC(=O)CSc2ncc(C(F)(F)F)cc2Cl)ccc1Cl
→ 1.9%, 31
88. Cc1c(NC(=O)CN2CCN(C(=O)c3ccco3)CC2)c(=O)n(-c2ccccc2)n1C
→ -1.0%, -4
89. COC(=O)c1ccc(OC(=O)c2cccnc2)cc1
→ 3.0%, nt
90. O=C(CC(=O)Nc1ccccc1C(=O)O)NNC(=O)Cc1ccccc1
→ -6.2%, -5
91. CS/C(N)=N/N=C/c1c(O)ccc2ccccc12
→ -4.2%, 8
92. Cc1ccc(C)c(SCC(=O)NCc2ccco2)c1
→ 5.1%, nt
93. Nn1c(SCC(=O)Nc2ccc3c(c2)OCO3)nnc1-c1cccc(Cl)c1
→ 4.0%, nt
94. O=c1c(=NNc2ccccc2Cl)c(=O)c2ccccc12
→ 5.9%, -7
95. CC1=C(C(=O)Nc2cc(C)ccn2)C(c2cnn(C)c2)C2=C(CC(c3ccccc3)CC2=O)N1 (configuration not stated)
→ -6.9%, nt
96. COc1cc(/C=N/NC(=O)CN2CCCCC2)ccc1OCc1ccc(Br)cc1
→ -1.7%, nt
97. CCCn1c(NC(=O)c2ccc(F)cc2)nc2ccccc21
→ 0.9%, 9
98. CCOC(=O)c1[nH]cnc1C(=O)NC1CCCCC1
→ -1.7%, nt
99. CSc1nsc(/C=C/Nc2ccc(C)c(C)c2)c1C#N
→ nt, 12
100. N#C/C(=C\c1ccc(C#N)cc1)C(=O)N1CCCC1
→ 3.0%, 14
101. CSCC[C@H](NC(=O)c1ccc(Cl)c([N+](=O)[O-])c1)c1nc2ccccc2[nH]1
→ -1.0%, nt

Screening results as filed in PubChem.

This is a subset. The share of hits here may be higher or lower than overall.
